# Vif-APOBEC3F blk: Vif-A3F binding inhibition; HeLa A3F-eYFP + Vif (tagged APOBEC3F with the HIV-1 protein that degrades it), YFP fluorescence increase; Potency, µM (titrated, usually from 46.1 µM), inactives show at the highest dose activity, negative = active; hit rate 0.2% among 390,000; AID 602313; further: potency means the concentration at half of the fitted maximal effect; % of control where 0% means no effect; nearly all actives have a fitted effect of over 65% in size
#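 HeLa cells stably expressing A3F-eYFP plus Vif, plated and incubated overnight at 37 deg C, then exposed to compounds overnight at 37 deg C. Blocked degradation read as raised yellow fluorescence (Ex 488/Em 500-530).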
# D1 ag: human D1 receptor agonism; P21728; HEK293 T-REx D1 cells, calcium flux, agonist mode; activation, % at 2 µM; hit rate 1% among 360,000; AID 504660; in the data active means activation above about 30%; further: 0% is about no effect
#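 Inducible HEK293 T-REx D1 cells, force-coupled to calcium signalling, were plated at 4000 cells/well with tetracycline and held overnight at 30 C. After no-wash calcium dye loading, compound-evoked calcium rise over 180 s flagged agonists.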
# D1 antag: antagonists of human D1 dopamine receptor; hit rate 3.2% among 360,000; activity change, negative = inhibition, % at 10 µM; P21728; HEK293 TREx D1 cells, calcium flux, dopamine EC80; hits give low values; in the data active means activity change below about -30%; further: on the % scale 0 is the no-effect control and ±100 the full control effect
#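 Kinetic fluorescence of a calcium dye serves as the read-out. D1-expressing Hek293 Trex cells, induced overnight at 30 C, are exposed to compound for 180 s before an EC80 dopamine addition, then read 180 s further.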
# Glioma ERSR ind: ER stress response induction in glioma; hit rate 0.02% among 420,000; U87-MG GRP78 promoter luciferase reporter, 16 h; AID 602332; Potency, µM, for inactives: at the top dose activation, hits mostly activators; further: potency means the concentration at half of the fitted maximal effect; series mostly up to about 76 µM; % of control where 0% means no effect; nearly all actives have a fitted effect of over 35% in size
#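 ERSR induction read as luciferase luminescence (Bright-Glo, 10 min at room temperature) in stably transfected human U87-MG glioma cells exposed to compounds for 16 h, using GRP78 as sensor.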
# Vif-A3G inh: blocks the Vif interaction with human APOBEC3G; Q9HC16; HeLa A3G-eYFP + Vif (tagged APOBEC3G with the HIV-1 protein that degrades it), YFP fluorescence, overnight; Potency, µM (highest dose often 46.1 µM), for the others: top-dose activity, negative = active, most hits filed as inhibitors; hit rate 0.076% among 410,000; AID 602310;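 further: potency means the concentration at half of the fitted maximal effect; on the % scale 0 is the no-effect control and ±100 the full control effect; nearly all actives have a fitted effect of over 60% in size; hits raise eYFP signal because A3G escapes Vif-driven loss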
#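 HeLa cells stably expressing Vif and C-terminally eYFP-tagged A3G, seeded overnight at 37 deg C, then exposed to compound by pintool overnight at 37 deg C. Rise in yellow fluorescence (Ex 488/Em 500-530, Acumen) marks blocked Vif-driven A3G degradation.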
# RXFP1 agonist: agonists of human relaxin receptor RXFP1; Q9HBX9; HEK293T-RXFP1 cAMP TR-FRET, 30 min; response scale: percent of porcine relaxin response, buffer zero; Potency, µM (doses to about 57.5 µM), for the others: at the highest dose activation, actives largely listed as activators; hit rate 0.3% among 370,000; AID 2676; further: potency means the concentration at half of the fitted maximal effect; on the % scale 0 is the no-effect control and ±100 the full control effect; nearly all actives have a fitted effect of over 60% in size; many of its hits are not listed in these tables
# Target sequence (Q9HBX9 whole entry, looked up): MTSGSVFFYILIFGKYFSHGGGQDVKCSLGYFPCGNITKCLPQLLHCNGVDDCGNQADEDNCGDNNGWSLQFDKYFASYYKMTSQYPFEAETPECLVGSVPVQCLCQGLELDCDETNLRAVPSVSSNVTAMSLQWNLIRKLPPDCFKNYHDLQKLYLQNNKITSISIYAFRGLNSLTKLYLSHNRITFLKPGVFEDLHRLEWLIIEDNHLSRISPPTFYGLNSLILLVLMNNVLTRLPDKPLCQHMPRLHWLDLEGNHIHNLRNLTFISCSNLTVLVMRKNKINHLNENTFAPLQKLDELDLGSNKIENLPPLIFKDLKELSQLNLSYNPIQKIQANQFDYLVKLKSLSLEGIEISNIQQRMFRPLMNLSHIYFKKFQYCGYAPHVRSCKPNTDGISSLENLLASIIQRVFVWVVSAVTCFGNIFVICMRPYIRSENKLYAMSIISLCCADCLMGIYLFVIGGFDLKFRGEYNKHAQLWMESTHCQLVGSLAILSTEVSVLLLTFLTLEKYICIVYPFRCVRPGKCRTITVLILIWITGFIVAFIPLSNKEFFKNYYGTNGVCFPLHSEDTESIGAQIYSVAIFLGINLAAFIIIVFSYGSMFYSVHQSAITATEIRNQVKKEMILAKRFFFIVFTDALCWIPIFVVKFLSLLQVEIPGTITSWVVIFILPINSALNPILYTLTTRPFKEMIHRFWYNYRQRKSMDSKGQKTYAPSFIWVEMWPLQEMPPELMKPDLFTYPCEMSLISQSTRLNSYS
#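 Agonist response is measured as cAMP accumulation in an RXFP1-transfected HEK293T line under PDE4 inhibition. Values are scaled between buffer-only and 29 nM porcine relaxin, and EC50s come from standard Hill equation fits.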
# LDHA block: inhibitors of human lactate dehydrogenase A. P00338. purified LDHA, NADH/diaphorase-resazurin fluorescence; hits give low values. activity change, % (values are at about 110 or 230 µM). hit rate 0.15% among 480,000; in the data active means activity change below about -30%; inconclusive means mostly about -25% to -30%;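 further: plate controls were DMSO wells for no effect and wells without enzyme for full effect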
#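 Human LDH5 at 2 nM final in Tris HCl pH 7.4 with 0.06 mM NADH and 0.2 mM pyruvate, reacted 5 minutes at room temperature. Remaining NADH coupled via diaphorase/resazurin; resorufin fluorescence read at 0 and 20 minutes, normalized to enzyme-free and DMSO wells.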
# D2 PAM: positive allosteric modulators of human D2 dopamine receptor | P14416 | HEK293 T-REx D2, calcium flux, EC20 dopamine potentiation | AID 485347 | potentiation, % at 10 µM | hit rate 0.34% among 340,000;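 active means potentiation over 3 SD above the plate norm, cut at about 30% in these data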; further: 0% is about no effect
#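 Cells plated with tetracycline inducer and held overnight at 30 C; calcium dye loaded 30–90 min at room temperature; baseline taken, compound added and read 180 s; EC20 dopamine then added and read 180 s.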
# D1 PAM: potentiators of human D1 dopamine receptor | P21728 | HEK293 TREx D1 cells, calcium flux, dopamine EC20 potentiation | potentiation, % at 10 µM | hit rate 0.036% among 360,000 | AID 504651; in the data active means potentiation above about 30%; further: 0% is about no effect
# * = called active by the depositor; u = inconclusive; x = no result given; & = joins results of further samples. Unless noted, the call rests on the fitted dose curve; in most records, active means well fitted curve in the direction sought with a large enough effect; inconclusive means small, poorly fitted or top-dose-only effect, or another doubt; inactive means no such curve, though single readings can be large; an effect the other way counts as inactive or inconclusive. Only part of the results is shown. The share of hits here may be higher or lower than overall.
1	O=C(N/N=C/c1ccc2c(c1)OCO2)c1ccc2c(c1)OCO2
2	N/C(=N\OC(=O)/C=C/c1ccccc1)c1ccccn1
3	NC(=O)c1ccccc1NC(=O)c1ccccc1F
4	CCSc1nc(C(F)(F)F)cc(=O)n1-c1ccccc1
5	CC1(C)N=C(SCC(=O)Nc2ccc(Cl)cc2)C(c2ccccc2)=N1
6	Cc1ccccc1N(C(=O)Cc1cccs1)C(C(=O)NCC1CCCO1)c1cccnc1 (stereo not drawn)
7	Cc1cccc(CNc2ccc(C(CC(N)=O)NC(=O)Cc3cccc4ccccc34)cc2[N+](=O)[O-])c1 (stereo not drawn)
8	CN(C(=O)c1ccc(S(=O)(=O)N(C)C)cc1)c1ccc2ccccc2c1

Screen / compound no.	1	2	3	4	5	6	7	8
Vif-APOBEC3F blk	1%	1%	-4%	-6%	2%	4%	u	0%
D1 ag	3	1	-1	6	0	0	3	8
D1 antag	17	-3	5	-23	-3	8	15	5
Glioma ERSR ind	4%	-7%	2%	-3%	-13%	-2%	-12%	-1%
Vif-A3G inh	-19%	-4%	6%	-2%	-8%	1%	u	-5%
RXFP1 agonist	1.2%	2.4%	-1.3%	1.4%	1.3%	0.4%	2.1%	2.6%
LDHA block	-1	-3	-9	-1	0	-7	-1	-2
D2 PAM	-4	4	3	17	6	15	2	3
D1 PAM	10	0	-3	0	-4	-2	-6	-3

9	Cc1ccc(S(=O)(=O)N2CCCN(S(=O)(=O)c3ccc4c(c3)OCCO4)CC2)cc1
10	O=C(c1ccc(S(=O)(=O)Cc2ccccc2F)c([N+](=O)[O-])c1)N1CCCCCC1
11	CCN(CC(=O)NCc1ccc(Cl)cc1)C(=O)c1cccc(S(=O)(=O)Nc2ccc(OC)cc2)c1
12	CCN1C(=NCc2cc(OC)c(OC)c(OC)c2)N[C@@H](c2ccccc2)C(C(=O)OC)=C1C
13	O=C(CCSCCC(=O)Nc1c(F)c(F)c(F)c(F)c1F)Nc1c(F)c(F)c(F)c(F)c1F
14	Cc1ccccc1OCC(=O)Nc1ccc(S(=O)(=O)N2CCOCC2)cc1
15	COc1ccc(OC)c(/C=N/NC(=O)c2cc3c(OC)cc(OC)cc3[nH]2)c1
16	N#C/C(=C/c1ccc(O)cc1)C(=O)NCc1ccc(Cl)cc1

Screen / compound no.	9	10	11	12	13	14	15	16
Vif-APOBEC3F blk	3%	4%	-1%	-2%	-17%	-27%	-9%	7%
D1 ag	8	12	0	2	13	9	2	34*
D1 antag	-23	-1	-6	3	-30	-22	-13	5
Glioma ERSR ind	-3%&-5%	-7%	-4%	-2%	-2%	-5%	-4%	2%
Vif-A3G inh	6%&-1%	-30%	-3%	1%	-1%	-2%	-10%	-2%
RXFP1 agonist	0.3%	-1.4%	0.0%	0.3%	1.9%	3.0%	6.5%	-0.4%
LDHA block	1&-5	1	-4	-2	-3	-4	7	-5
D2 PAM	-8	3	13	x	6	-5	5	0
D1 PAM	-4	-9	-1	-4	-9	-4	-3	-5

17	CCOc1ccc(S(=O)(=O)N2CCCC(C(=O)N3CCC(C(N)=O)CC3)C2)cc1Cl (stereo not drawn)
18	Cc1ccc(OCC(=O)N2CCN(C(=O)c3cccc(F)c3)CC2)cc1
19	Cc1ccc(S(=O)(=O)NCCC(=O)NC2CCCCC2)cc1
20	Cc1ccc(OCC(O)Cn2nc(C)cc2C)cc1 (stereo not drawn)
21	COCC(=O)N1CCC(Oc2ccc(C(=O)NC3CCOC(C)(C)C3)cc2)CC1 (stereo not drawn)
22	COC/C=C/C1=CC2=CC(=O)C(C)(OC(=O)CCC(=O)OC)C(=O)C2=CO1 (stereo not drawn)
23	CC(=O)c1cccc(NC(=O)c2ccc([N+](=O)[O-])o2)c1
24	CCOc1ccccc1CNC(=O)c1ccc2nc(Cc3ccc(OC)cc3)oc2c1

Screen / compound no.	17	18	19	20	21	22	23	24
Vif-APOBEC3F blk	0%	6%	7%	-2%	0%	x	4%	2%
D1 ag	0	-1	x	0	0	4	x	16
D1 antag	5	-21	x	3	-9	-17	x	-3
Glioma ERSR ind	-3%	-1%	-1%	0%	0%	x	u	-1%
Vif-A3G inh	-2%	7%	-1%	4%	0%	x	-7%	5%
RXFP1 agonist	-2.4%	-0.2%	x	1.4%	-0.1%	0.0%	x	-0.6%
LDHA block	-14	-2	-3	-1	-6	x	8	-8
D2 PAM	16	0	x	-5	12	11	x	1
D1 PAM	-2	-5	x	0	-8	1	x	-2

25	CC1(C)C(=O)N(c2ccccc2)C(=O)c2ccccc21
26	CC1=CS/C(=C(/C#N)C(=O)NCc2ccco2)N1c1ccccc1
27	CC(=O)Cc1nsc(Nc2ccc3c(c2)OCCO3)n1
28	COC(=O)c1ccc2nc(C(F)(F)F)[nH]c2c1
29	O=C1CCC(c2ccccc2)(c2ccccc2)CC1
30	COc1cc(OC)c(OC)cc1/C=N/NC(=O)c1ccc(=O)n(C)c1
31	COc1cc(/C=C/C(=O)OCC(=O)NC(=O)NCc2ccco2)ccc1OC(F)F
32	Cn1c(=O)c(C(=S)NC(=O)C2CC2)c(N)n(Cc2ccccc2)c1=O

Screen / compound no.	25	26	27	28	29	30	31	32
Vif-APOBEC3F blk	7%	-1%	-5%	0%	-2%	-2%	-8%	x
D1 ag	x	2	5	7	1	3	x	0
D1 antag	x	18	-10	-10	-10	0	x	3
Glioma ERSR ind	0%	-2%	-5%	-1%	-3%	-5%	-6%	x
Vif-A3G inh	0%	2%	-5%	0%	-2%	0%	1%	x
RXFP1 agonist	x	-0.1%	-1.0%	0.1%	2.6%	0.8%	x	1.6%
LDHA block	-8	-2	-1	10	-5	-9	-5	x
D2 PAM	x	0	5	18	9	-4	x	-6
D1 PAM	x	x	-6	-6	-3	-6	x	-6

# Copied from the listing for reference:
29	O=C1CCC(c2ccccc2)(c2ccccc2)CC1
30	COc1cc(OC)c(OC)cc1/C=N/NC(=O)c1ccc(=O)n(C)c1
31	COc1cc(/C=C/C(=O)OCC(=O)NC(=O)NCc2ccco2)ccc1OC(F)F

Screen / compound no.	29	30	31
Vif-APOBEC3F blk	-2%	-2%	-8%
D1 ag	1	3	x
D1 antag	-10	0	x
Glioma ERSR ind	-3%	-5%	-6%
Vif-A3G inh	-2%	0%	1%
RXFP1 agonist	2.6%	0.8%	x
LDHA block	-5	-9	-5
D2 PAM	9	-4	x
D1 PAM	-3	-6	x

# (cont.)
33	COc1ccc(NC(=O)c2ccco2)cc1N
34	O=[N+]([O-])c1ccc2c(c1)nc1n2CCSC1
35	O=C(O)c1ccc2c(=O)n3c(nc2c1)/C(=C/c1cccc(Cl)c1Cl)CC3
36	Cc1cc(C)c(NC(=O)CSc2nc3ccc(N4C(=O)c5ccccc5C4=O)cc3s2)c(C)c1
37	CC(C)(C)c1ccc(OCC(O)CN(CCO)CC(O)Cn2ccc3ccccc32)cc1 (stereo not drawn)
38	CCN(Cc1ccccc1)C(=O)Cn1c(=O)cc(C)c2c(C)nn(-c3cccc(F)c3)c21
39	COc1nc(N)nc(NC(=O)c2cccs2)c1N=O
40	C[C@H]1CN([C@@H](C)CO)S(=O)(=O)c2ccc(-c3cccc(F)c3)cc2O[C@@H]1CN(C)C

Screen / compound no.	33	34	35	36	37	38	39	40
Vif-APOBEC3F blk	-2%	4%	u	u	-9%	-2%	1%	2%
D1 ag	2	1	1	2	5	4	x	x
D1 antag	-3	-15	-14	-2	-2	7	x	x
Glioma ERSR ind	3%	-2%	11%	-6%	-6%	-4%	-11%	-5%
Vif-A3G inh	2%	2%	-6%	-3%	2%	1%	-13%	-2%
RXFP1 agonist	-3.0%	1.1%	8.5%	-0.3%	1.8%	4.6%	x	x
LDHA block	23	-4	-3	-3	-1	0	49	-3
D2 PAM	-6	-10	2	x	2	12	x	x
D1 PAM	-1	-8	-2	-1	-2	-1	x	x

41	Cc1nc(Cc2nnc(SCC(=O)Nc3c(C)cccc3C)o2)cs1
42	CC(=O)c1cnc(SCc2ccc(Cl)cc2)nc1C
43	O=C(O)CCCC(=O)Nc1ccc(Sc2ccc([N+](=O)[O-])cc2)cc1
44	O=C(Nc1ccc(NC(=O)C2CC2)cc1)c1ccco1
45	CC1Oc2ccccc2N(CC(=O)Nc2ccccc2F)C1=O (stereo not drawn)
46	c1ccc(-c2cnnc(N3CCCCC3)n2)cc1
47	CCOC(=O)c1ccc(NC(=O)c2cccc3c2C(=O)N(CC2CCCO2)C3)cc1 (stereo not drawn)
48	C=C(C)CNC(=S)NNC(=O)c1ccncc1
49	COc1ccc(CN2CCOCC2)cc1Br
50	CCc1ccc(Oc2c(C(F)(F)F)oc3c(CN4CCN(C)CC4)c(O)ccc3c2=O)cc1

Screen / compound no.	41	42	43	44	45	46	47	48	49	50
Vif-APOBEC3F blk	1%	u	0%	-2%	-4%	-8%	7%	-5%	-7%	-7%
D1 ag	1	1	1	0	5	3	1	4	0	17
D1 antag	4	-4	-20	-11	-15	6	-6	10	1	-5
Glioma ERSR ind	-6%	-2%	-1%	-4%	-5%	1%	-1%	-2%	2%	-4%
Vif-A3G inh	1%	0%	-6%	1%	0%	-1%	-4%	-4%	-2%	1%
RXFP1 agonist	0.4%	0.0%	-2.1%	-0.1%	-0.6%	-0.1%	6.0%	-0.3%	-1.3%	4.1%
LDHA block	-6	-1	0	3	-8	-1	-4	-16	-6	6
D2 PAM	0	0	7	9	-17	-10	4	x	1	-29
D1 PAM	10	-1	3	-3	-6	-5	-5	-9	0	-9

# In the list so far, 2 contain a COOH group.
35	O=C(O)c1ccc2c(=O)n3c(nc2c1)/C(=C/c1cccc(Cl)c1Cl)CC3
43	O=C(O)CCCC(=O)Nc1ccc(Sc2ccc([N+](=O)[O-])cc2)cc1

Screen / compound no.	35	43
Vif-APOBEC3F blk	u	0%
D1 ag	1	1
D1 antag	-14	-20
Glioma ERSR ind	11%	-1%
Vif-A3G inh	-6%	-6%
RXFP1 agonist	8.5%	-2.1%
LDHA block	-3	0
D2 PAM	2	7
D1 PAM	-2	3

# Screening data: PubChem BioAssay, National Center for Advancing Translational Sciences (NCATS)
